# Pf growth 96h – inhibits malaria parasite growth, 96 h | P. falciparum luciferase reporter growth, 96 h | Potency, µM (top dose mostly 28.7 µM), without a hit: at the highest dose activity change, negative = inhibition, actives largely listed as inhibitors | 320,000 tested, 6.9% active | AID 504834; note: potency is the fitted concentration of half-maximal effect; % is set by controls: 0 for no effect and ±100 for the full control effect
#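 Cell-based qHTS: luciferase-tagged P. falciparum in erythrocytes (2% hematocrit, 0.05% parasitemia final) incubated with compounds for 96 hours, 37 C, 5% CO2; luciferase detection reagent then added and luminescence measured.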
# LmPK inhibitor – blocks Leishmania mexicana pyruvate kinase activity; 290,000 tested, 0.37% active; Q27686; purified LmPK, Kinase-Glo ATP luminescence, 1 h; Potency, µM (series often up to 57.5 µM), for the others: at the highest dose activity change, negative = inhibition, usual class: inhibitors; note: potency is the fitted concentration of half-maximal effect; % is set by controls: 0 for no effect and ±100 for the full control effect
# Target sequence (Q27686 whole entry, looked up): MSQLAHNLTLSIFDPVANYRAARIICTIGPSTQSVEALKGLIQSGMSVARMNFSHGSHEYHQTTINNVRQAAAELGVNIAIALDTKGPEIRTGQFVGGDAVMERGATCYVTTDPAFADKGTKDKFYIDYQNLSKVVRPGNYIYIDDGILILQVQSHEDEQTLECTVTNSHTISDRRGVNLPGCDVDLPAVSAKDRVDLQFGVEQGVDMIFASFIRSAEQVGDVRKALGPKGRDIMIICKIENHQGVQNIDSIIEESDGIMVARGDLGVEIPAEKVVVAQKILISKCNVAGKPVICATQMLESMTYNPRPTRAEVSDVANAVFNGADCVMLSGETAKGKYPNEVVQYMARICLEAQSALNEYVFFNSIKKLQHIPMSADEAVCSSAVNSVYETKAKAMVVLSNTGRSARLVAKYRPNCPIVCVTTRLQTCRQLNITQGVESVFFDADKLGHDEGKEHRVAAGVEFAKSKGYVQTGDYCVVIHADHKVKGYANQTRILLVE
#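 In 50 mM imidazole pH 7.2 with 7 mM MgCl2, LmPK (0.1 nM) turned over PEP (0.5 mM) and ADP (0.1 mM) for 1 h at room temperature. Luciferase read-out of ATP.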
# HCV inh – blocks hepatitis C virus | 340,000 tested, 3.4% active | Huh7.5.1 HCVcc-Cre infection, luciferase reporter, 44 h | AID 651820 | Potency, µM (doses to about 41.8 µM), inactives show top-dose activity change, negative = inhibition, most hits filed as inhibitors; note: potency is the fitted concentration of half-maximal effect; % is set by controls: 0 for no effect and ±100 for the full control effect
#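 Reporter virus HCVcc-Cre (~0.5 moi) infects cells exposed to compound; seeding density 1,000 cells/well with 4 h settling beforehand. Luminescence, 15 sec read, taken 44 h post-infection following a 15 min RT substrate incubation.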
# Pf growth 48h – inhibits P. falciparum growth in the first generation, 48 h; P. falciparum luciferase growth in erythrocytes, 48 h; Potency, µM (titrated, usually from 28.7 µM), inactives show at the top dose activity change, negative = inhibition, hits mostly inhibitors; 310,000 tested, 5.9% active; AID 504832; note: potency is the fitted concentration of half-maximal effect; % is set by controls: 0 for no effect and ±100 for the full control effect
#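 In quantitative HTS format, infected erythrocytes bearing luciferase-reporter parasites were treated for a single generation at 37 C. Luminescence after adding detection reagent served as the growth measure.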
# Tb PYK inh – T. brucei pyruvate kinase inhibition. Potency, µM (titrated, usually from 76.8 µM), inactives show at the highest dose activity, negative = inhibition, hits mostly inhibitors. 410,000 tested, 0.12% active. TbPYK enzyme, Kinase-Glo Plus ATP luminescence, 45 min. Q57TT1; note: potency is the fitted concentration of half-maximal effect; % is set by controls: 0 for no effect and ±100 for the full control effect; nearly all actives have a fitted effect of over 50% in size
#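 Enzyme and substrate buffer are dispensed first and compound is pin-transferred. ADP at 130 uM final then starts the reaction, which runs 45 min at room temperature. Detection reagent is added for 10 min before luminescence is imaged.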
# Shiga toxin inh – blocks Shiga toxin action in Vero cells. inhibition, % at 38.7 µM. 290,000 tested, 9.2% active. Vero cells, Shiga toxin protein synthesis inhibition reporter; in the data active = inhibition mostly above about 28%, no sharp cut-off; inactive = mostly below about 43%; note: 0% is about no effect
# Cycloheximide cs – counter-screen hit for Shiga toxin inhibitors, cycloheximide; cell reporter, cycloheximide protein synthesis inhibition counterscreen; max response, %; 300,000 tested, 12% active; AID 2314; in the data active = max response mostly above about 13%, no sharp cut-off; inactive = mostly below about 14%; note: read at 38.3 µM for the half of the compounds with a filed dose; 0% is about no effect
# Starred values were filed as active, the others as inactive; ? = inconclusive; / = no result given; [ ] = another dose, or the depositor's remark. Unless noted, calls come from the whole dose curve; as a rule, active = well fitted curve in the direction sought with a large enough effect; inconclusive = small, poorly fitted or top-dose-only effect, or another doubt; inactive = no such curve, though single readings can be large; an effect the other way counts as inactive or inconclusive.
# Results follow in this order: Pf growth 96h, LmPK inhibitor, HCV inh, Pf growth 48h, Tb PYK inh, Shiga toxin inh, Cycloheximide cs
> CNC(=S)NNC(=O)c1cccn(Cc2ccc(Cl)cc2Cl)c1=O
→ 7%, 8%, /, 39%[activator], /, -24, -2
> O=C(CNC(=O)C1COc2ccccc2O1)N/N=C\c1ccc(Br)cc1 (configuration not stated)
→ 6%, 5%, -2%, 53%[activator], -2%, -13, 8
> CCOc1ccccc1-n1c(C)cc(C=O)c1C
→ 19%, 1%, 1%, -16%, -4%, 5, 6
> O=C(COc1ccc(Cl)cc1)N1CCN(Cc2ccc([N+](=O)[O-])cc2)CC1
→ ?, -6%, -3%, ?, -10%, 19, -2
> CCC(=O)C1=C(c2ccc(OC)c(OC)c2)N(C(=O)CC)n2c(CC)nnc2S1
→ /, /, /, /, 1%, -7, 5
> CCOCCCNS(=O)(=O)c1ccc(NC(=O)CN2C(=O)c3ccccc3C2=O)cc1
→ ?, 1%, 19%, -5%, 6%, -1, 2
> CCCN(CCC)c1nc(N)nc(-c2cc(Cl)ccc2OC)n1
→ 1%[5.75 µM], 5%, ?, -1%, 0%, 5, 2
> O=C(CNC(=O)c1ccc2ccccc2c1)NCc1ccc(F)cc1
→ -10%, 0%, -9%, 0%, 2%, -5, 3
> COC(=O)c1ccc(NC(=O)CN2C(=O)c3ccccc3S2(=O)=O)cc1
→ 26%, 0%, 17%, 17%, 2%, 18, -2
> CCCN(CC(=O)Nc1ccccc1OC)C(=O)Cn1[nH]c(=O)c2ccccc2c1=O
→ -18%, /, -24%, -20%, 4%, /, /
> COC(=O)c1cccc(NC(=O)c2cccnc2)c1
→ -4%, -1%, -1%, 7%, 5%, -21, 2
> Cc1ccc(S(=O)(=O)N(C)c2c(C)ccc(S(N)(=O)=O)c2C)cc1
→ 11%, -6%, 8%, -1%, 9%, -10, -2
> Cc1noc(C)c1C(=O)NC(C)C12CC3CC(CC(C3)C1)C2 (configuration not stated)
→ 6%, -4%, 3%, 4%, -1%, -12, 2
> Cc1ccc(S(=O)(=O)N2CCC3(CC2)OCCN3S(=O)(=O)c2cccs2)cc1
→ ?, /, ?, ?, -1%, /, /
> COc1ccc(NC2=C3CC(C)CC=C3N(c3ccc(OC)cc3)C2=O)cc1 (configuration not stated)
→ 26%, 2%, 6%, 21%, -3%, 13, 10
> CCc1ccc(C(=O)NNC(=O)CN2C(=O)NC3(CCCC3)C2=O)cc1
→ -19%, /, 24%, -6%, -2%, /, /
> CC(=O)Nc1nc(-c2ccc3c(c2)CCN3C(=O)C2CC2)c(C)s1
→ -2%, -4%, -29%, -7%, -6%, 14, 7
> COc1cc(C(=O)N2CCCN(C)CC2)cc(OC)c1C
→ 0%, 5%, 15%, 1%, -3%, -12, 5
> CC1(c2nnc(-c3ccncc3)o2)CC(c2c(Cl)cccc2Cl)=NO1 (configuration not stated)
→ 0%, 4%, -16%, 34%[activator], 2%, -7, 7
> O=C1NC(c2ccncc2)C(C(=O)c2cccs2)C(O)(C(F)(F)F)N1 (configuration not stated)
→ -9%, 0%, 5%, 18%, /, -11, -6
> C/C(=C\c1ccco1)C1C(C#N)=C(N)Oc2n[nH]c(-c3ccc(C)cc3)c21 (configuration not stated)
→ 40%[activator], 6%, -37%, 16%, -13%, 3, -3
> COc1ccc(N(CC(=O)N/N=C/c2cccs2)S(=O)(=O)c2ccccc2)cc1
→ 3%, 3%, ?, 0%, -14%, -13, -2
> Cc1cc(Oc2nc3c(C)cccn3c(=O)c2/C=C(\C#N)S(=O)(=O)c2ccc(Cl)cc2)ccc1Cl
→ ?, 8%, -9%, 28%, -3%, -17, -4
> COc1c(F)c(F)c(C(=O)Nc2ccccc2N2CCN(C(C)=O)CC2)c(F)c1F
→ 94%[activator], -4%, -12%, ?, -26%, -23, 1
> C=CCNc1nc(Nc2ccc([N+](=O)[O-])cc2)nc(N2CCCC2)n1
→ ?, 5%, ?, -24%, -6%, -11, 26*
> O=C(Nc1nnc(SCc2ccc(F)cc2)s1)C1CC(=O)N(Cc2ccccc2)C1 (configuration not stated)
→ 7.4µM*, 4%, 2%, -14%, -5%, -12, -3
> O=[N+]([O-])c1cc([As](=O)(O)O)ccc1O
→ 1.7µM*, /, -2%, 2.6µM*, 4%, /, /
> COc1ccc(Cl)cc1N1C(=O)C2CCCN2C1c1ccccc1F (configuration not stated)
→ -12%, 1%, 9%, /, -3%, -8, 0
> Cc1ncc(CN2CCCC(CCC(=O)NCc3ccc(F)c(F)c3)C2)s1 (configuration not stated)
→ ?, 1%, 0%, -23%, -1%, -11, 1
> CC(Sc1nc(-c2ccco2)nc2c1c(=O)n(C)c(=O)n2C)C(=O)O (configuration not stated)
→ 3%, 6%, 8%, 12%, 1%, -9, -3

# A stretch of the results above:
# Results follow in this order: Pf growth 96h, LmPK inhibitor, HCV inh, Pf growth 48h, Tb PYK inh, Shiga toxin inh, Cycloheximide cs
> C=CCNc1nc(Nc2ccc([N+](=O)[O-])cc2)nc(N2CCCC2)n1
→ ?, 5%, ?, -24%, -6%, -11, 26*
> O=C(Nc1nnc(SCc2ccc(F)cc2)s1)C1CC(=O)N(Cc2ccccc2)C1 (configuration not stated)
→ 7.4µM*, 4%, 2%, -14%, -5%, -12, -3
> O=[N+]([O-])c1cc([As](=O)(O)O)ccc1O
→ 1.7µM*, /, -2%, 2.6µM*, 4%, /, /

# (cont.)
# Results follow in this order: Pf growth 96h, LmPK inhibitor, HCV inh, Pf growth 48h, Tb PYK inh, Shiga toxin inh, Cycloheximide cs
> Cc1nc2cc(NC(=O)c3ccc(N4C(=O)CCC4=O)cc3)ccc2s1
→ 8%, -2%, -9%, ?, -3%, 34, 23
> O=C(O)CCN1C(=O)c2ccc(NC(=O)c3cccs3)cc2C1=O
→ 1%, 1%, 12%, 1%, -4%, 2, -3
> CS(=O)(=O)N(CC(=O)NCCC1=CCCCC1)c1ccc2c(c1)OCO2
→ -5%, -8%, 14%, 4.1µM*, 0%, -19, -2
> COCCN(C(=O)Cn1nnc2ccccc21)C(C(=O)NC1CCCCC1)c1ccc(OC)cc1OC (configuration not stated)
→ ?, -1%, 17%, ?, 2%, -2, 4
> Cc1oc2c(C)c(O)ccc2c(=O)c1-c1cnn(-c2ccccc2)c1
→ -9%, 1%, -18%, 0%, 1%, 15, -1
> CNCC(=O)NC(CCCN=C(N)N)C(=O)NC(C(=O)NC(Cc1ccc(O)cc1)C(=O)NC(C(=O)NC(Cc1cnc[nH]1)C(=O)N1CCCC1C(=O)NC(C)C(=O)O)C(C)C)C(C)C (configuration not stated)
→ 4%, /, /, -3%, -4%, /, /
> CN(c1ccccc1)S(=O)(=O)c1cc(C(=O)OCC(N)=O)ccc1Cl
→ -1%, 2%, 8%, -14%, 1%, -4, -1
> OC1(c2cccs2)CN(c2ccc(Cl)cc2)C2=[N+]1CCCS2 (configuration not stated)
→ ?, 1%, 5%, 0%, -10%, -7, -4
> O=C(Cn1ccc(NC(=O)OCc2ccccc2)nc1=O)NCCN1CCOCC1
→ -25%, /, 20%, 28%, 1%, /, /
> CCN1C(=O)NC2C1N(S(C)(=O)=O)CCN2S(C)(=O)=O (configuration not stated)
→ 23%, 1%, 4%, 6%, -14%, -11, 2
> O=C(Nc1ccccc1)Nc1ccc(Cl)c([N+](=O)[O-])c1
→ -94%, -2%, 13µM*, ?, 1%, 81*, 37*
> CO/C(N)=C(\C#N)N=Cc1ccccc1Cl
→ 101%[activator], -6%, -1%, 98%[activator], 0%, 49, 21*
> COc1ccc(S(=O)(=O)NCC(c2ccco2)N2CCc3ccccc3C2)cc1 (configuration not stated)
→ 6%, /, 19%, -1%, 1%, /, /
> O=C(COC(=O)/C=C/c1ccc(S(=O)(=O)N2CCCCCC2)cc1)NCc1ccccc1Cl
→ 1%, -2%, 3%, 1%, 0%, -2, 0
> Cc1cccc(C)c1OCc1cc(C(=O)N(Cc2nccn2C)C(C)C)no1
→ -6%, 1%, /, ?, 4%, 25, 19*
> COc1ccc(NC(C)=O)cc1S(=O)(=O)N1CCN(C/C=C/c2ccccc2)CC1
→ 5%, 10%, 10%, -13%, 12%, -4, -3
> CC(C)=C1SC(N2CCN(c3cccc(C)c3)CC2)=NC1=O
→ /, -3%, 10%, -17%, 7%, -21, -1
> O=C(OCC(=O)N(C1CCCCC1)C1CCCCC1)c1cnccn1
→ -14%, 1%, 3%, 6%, 6%, 4, -3
> COc1ccccc1NC(=O)CSc1ncnc2c1oc1ccccc12
→ 0%, 10%, 17%, -5%, 6%, -28, -8
> Nc1nc(NCCCN2CCOCC2)nc(Nc2ccc(Cl)cc2)c1[N+](=O)[O-]
→ -13%, 3%, ?, ?, 2%, 6, 0
> CCOc1ccc(S(=O)(=O)NCc2ccc(F)cc2)c2cccnc12
→ 6.6µM*, -1%, -3%, 0%, -3%, 5, 11
> CCOc1ccc(C(=O)NC(C(=O)NCc2ccccn2)C(C)C)cc1 (configuration not stated)
→ -6%, 4%, 7%, /, -12%, -7, -3
> CC(C)(C)c1cc[n+](-c2nc([O-])sc2C=O)cc1
→ ?, 2%, -2%, ?, 3%, -11, -4
> COCCN(C(=S)Nc1ccc(C)cc1C)C(C)c1cccs1 (configuration not stated)
→ 35%[activator], -1%, 10%, ?, -5%, 9, 9
> C/C(=N\NC(=O)Cc1c(C)[nH][nH]c1=O)c1cccc(Br)c1
→ ?, 0%, 8%, -4%, 0%, 14, -3
> CCOc1cc2[nH]c(=S)n(Cc3ccc(C(=O)NCCOC)cc3)c(=O)c2cc1OCC
→ ?, 5%, -17%, /, -8%, -3, -3
> CN(C(=O)COC(=O)/C=C/c1ccc(S(=O)(=O)N2CCc3ccccc32)cc1)C1CCS(=O)(=O)C1 (configuration not stated)
→ ?, 2%, -7%, -23%, 0%, -6, -8
> Cc1ccc(CNC(=O)C2CC=CCC2C(=O)O)cc1 (configuration not stated)
→ 32%[activator], 1%, 19%, 46%[activator], -3%, 29, 1
> Cc1ccc(Cl)cc1N1CCN(C(c2ccc(C#N)cc2)c2nnnn2C2CCCC2)CC1 (configuration not stated)
→ 2%, -5%, 8%, 2.3µM*, 0%, -20, 2
> CC(Sc1nnnn1C1CC1)C(=O)Nc1cccc(S(=O)(=O)N2CCOCC2)c1 (configuration not stated)
→ ?, /, 12%, ?, 5%, /, /
> COc1cc2c(C(=O)NCc3ccc4c(c3)OCO4)cn(C)c(=O)c2cc1OC
→ 20%, 7%, ?, 2%, 1%, -3, 0
> COc1ccc(/C=N/Nc2nncn2N)cc1Br
→ ?, 0%, 0%, ?, -8%, /, 22*
> CCCCC1=CC2=CC(=O)C(C)(OC(=O)CC)C(=O)C2=CN1C(CO)CO (configuration not stated)
→ 58%[activator], -3%[11.5 µM], 7%, 45%[activator], -4%, 4, -10
> Cn1ncc2c(=O)[nH]cnc21
→ 44%[activator], 9%, 3%, 39%[activator], -6%, 17, -2
> Cc1nn(Cc2ccccc2Cl)c2sc(C(=O)NC(C)(C)C)cc12
→ ?, 2%, ?, /, 1%, -14, -4
> CC(C(=O)N1CCN(c2ccccc2)CC1)N1C(=O)C2CC=CCC2C1=O (configuration not stated)
→ 25%, 4%, 12%, -11%, -13%, -5, 2
> CCOC(=O)C(=O)N1CCC(C(=O)OC)CC1
→ 0%, 3%, 3%, 6%, 0%, -1, 4
> Cc1ccccc1N1CCN(S(=O)(=O)C[C@]23CCC(CC2NC(=O)[C@@H](N)CCS(C)(=O)=O)C3(C)C)CC1 (some centres not stated)
→ ?, /, -7%, -11%, 4%, /, /
